Rev-erbA mod – modulates human Rev-erb alpha binding to DNA; AID 1259318; P20393; Rev-erbα–FITC-DNA binding, fluorescence polarization, 90 min; activity, % at 10 µM; 0.79% of 370,000 active;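 active = activity above about 14%, limit read from the data; passing the limit was not always enough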;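 note: 0% = DMSO wells with 35 nM protein and 100% = DMSO wells with 750 nM protein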
Target sequence (P20393 whole entry, looked up): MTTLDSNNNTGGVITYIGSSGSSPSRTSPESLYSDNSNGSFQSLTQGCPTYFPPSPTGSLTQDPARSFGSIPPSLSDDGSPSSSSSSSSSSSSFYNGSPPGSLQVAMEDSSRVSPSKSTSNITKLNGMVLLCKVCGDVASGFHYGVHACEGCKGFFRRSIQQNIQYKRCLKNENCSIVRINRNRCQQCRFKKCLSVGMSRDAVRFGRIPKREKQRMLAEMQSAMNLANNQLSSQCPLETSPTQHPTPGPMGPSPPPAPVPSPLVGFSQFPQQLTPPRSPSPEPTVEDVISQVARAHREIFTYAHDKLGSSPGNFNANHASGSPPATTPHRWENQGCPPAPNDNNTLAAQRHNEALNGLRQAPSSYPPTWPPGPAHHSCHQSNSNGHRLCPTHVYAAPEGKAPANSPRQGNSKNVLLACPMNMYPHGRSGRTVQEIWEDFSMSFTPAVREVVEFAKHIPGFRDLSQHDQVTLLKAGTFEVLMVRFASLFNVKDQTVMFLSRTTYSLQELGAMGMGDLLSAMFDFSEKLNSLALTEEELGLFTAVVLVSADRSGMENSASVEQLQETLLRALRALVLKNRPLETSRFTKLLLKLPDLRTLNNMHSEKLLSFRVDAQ
SMARCA2 activ – increases SMARCA2 function in MMTV reporter cells; MG213 cells, MMTV-luciferase reporter, dexamethasone, overnight; activation, % at 9.1 µM; 1% of 370,000 active; in the data active = activation above about 7.8%;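 note: 0% = vehicle wells and 100% = reference activator wells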
hcDAF-12 act – activates DAF-12 receptor from parasite H. contortus; 1.4% of 370,000 active; HEK293 hcDAF-12 lit1-tk-luc reporter, luminescence; 0% DMSO, 100% Δ7-dafachronic acid; activation, % at 6.8 µM;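 active = activation above the mean of all tested compounds plus 3 SD, cut at about 5.5% in these data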;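 note: 100% = response to 3 µM Δ7-dafachronic acid high control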
ssDAF12 agonist – activates DAF-12 receptor from parasite S. stercoralis. HEK293 ssDAF-12/GRIP1 lit1-tk-luc reporter, luminescence; % of 3 µM dafachronic acid response. 1% of 370,000 active. activation, % at 6.8 µM;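 active = activation above the mean over all tested compounds plus 3 SD, cut at about 0.9% in these data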;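 note: 0% = DMSO-only wells and 100% = 3 µM delta7-dafachronic acid wells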
MBD2 DNA inh – inhibitors of human MBD2 binding to methylated oligonucleotide. Q9UBB5. TR-FRET. inhibition, % at 4.4 µM. 0.31% of 370,000 active. AID 686964; in the data active = inhibition above about 13%
PLCg1 inh – inhibitors of human phospholipase C gamma1 | 0.84% of 370,000 active | P19174 | purified PLC-gamma1, fluorogenic substrate, fluorescence | inhibition, % at 12.2 µM; in the data active = inhibition above about 9.5%
hgDAF12 agonist – hgDAF-12 agonism, primary luciferase screen; activation, % at 6.8 µM; 1.8% of 370,000 active; HEK293 GAL4-hgDAF12 UAS-luciferase reporter, agonist luminescence; normalized to butyrate control;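 active = activation above a cutoff set at the mean of all screened compounds plus 3 SD, cut at about 10% in these data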;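 note: 0% = DMSO wells and 100% = sodium butyrate wells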
ADAM17 inh – inhibits human ADAM17; P78536; 0.83% of 370,000 active; AID 720648; inhibition, % at 6.95 µM; recombinant ADAM17, EDANS/DABCYL FRET peptide cleavage;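 active = inhibition above the mean of compounds lying between control limits plus 3 SD, set per campaign, cut at about 8.5% in these data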;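 note: 0% = DMSO-only wells as the low control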
DAX1 inh-1 – inhibits human nuclear receptor DAX1; P51843; HEK293 Gal4-DAX1 luciferase reporter, luminescence; inhibition, % at 6.75 µM; 0.99% of 340,000 active; AID 504766;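 active = inhibition above the mean over all tested compounds plus 3 SD, cut at about 4.2% in these data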;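 note: 0% = DAX1-transfected cells with DMSO and 100% = empty-vector control cells with DMSO; inhibition shows as a rise in luminescence from relieved DAX1 repression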
Target sequence (P51843 207-470 limits assumed): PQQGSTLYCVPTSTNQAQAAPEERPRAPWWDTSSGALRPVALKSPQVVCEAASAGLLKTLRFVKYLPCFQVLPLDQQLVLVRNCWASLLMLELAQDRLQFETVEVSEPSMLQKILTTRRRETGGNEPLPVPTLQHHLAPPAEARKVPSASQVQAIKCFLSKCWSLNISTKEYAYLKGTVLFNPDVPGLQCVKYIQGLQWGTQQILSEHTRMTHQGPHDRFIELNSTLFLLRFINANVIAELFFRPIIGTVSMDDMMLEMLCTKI
PLCb3 inh – inhibitors of human phospholipase C beta3 | Purified PLC-beta3, fluorogenic substrate, fluorescence | 0.18% of 370,000 active | inhibition, % at 12.2 µM | Q01970 | AID 720704; in the data active = inhibition above about 11%;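 note: 0% = median of compound wells on plate and 100% = full blocker control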
DAX1 inh-2 – blocks DAX1 repression of SF-1 activated StAR promoter; HEK293T StAR-luciferase reporter, SF-1/DAX-1 repression relief; inhibition, % at 6.8 µM; 1.1% of 370,000 active; AID 652010;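 active = inhibition above the mean over all tested compounds plus 3 SD, cut at about 3.6% in these data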;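 note: 0% = DAX-1 cells with DMSO and 100% = cells lacking DAX-1 with DMSO; higher inhibition means more luminescence from relief of DAX-1 repression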
Numbers without * were called inactive; i = inactive; / = no result given; & = joins results of further samples.

SMILES	Rev-erbA mod	SMARCA2 activ	hcDAF-12 act	ssDAF12 agonist	MBD2 DNA inh	PLCg1 inh	hgDAF12 agonist	ADAM17 inh	DAX1 inh-1	PLCb3 inh	DAX1 inh-2
COCCN(C(=O)CCSc1ccc(F)cc1)c1c(N)n(Cc2ccccc2)c(=O)[nH]c1=O	3	-1	-1.0	-1.0	2	0	-4.2	1	-0.3	-2	0.1
CC1=C(/C=C/C(C)=C/C=C/C(C)=C/CO)C(C)(C)CCC1	6&0&7	-3	0.3	-0.2	-5	3	-1.1	-3	1.4	6	-0.1
NC(=O)c1cnn2c(C(F)(F)F)cc(-c3ccccc3)nc12	7	3	0.3	-1.2	-5	-322	-2.7	-38	1.2	-387	-0.5
CCSc1nnc(NC(=O)CSc2nccn2-c2cccc(C)c2)s1	3	0	-0.7	-1.3	0	-2	0.1	0	0.2	-1	-0.3
CCC1CCCCN1CCCNC(=O)C1CCN(S(=O)(=O)N2CCCCC2)CC1 (stereo not drawn)	-6	-2	-0.7	-1.6	2	0	1.1	-2	-0.7	0	0.8
COc1ccc(S(=O)(=O)N2CCOCC2)cc1C(=O)NCc1c(C)nn(Cc2ccccc2)c1C	-3	1	0.1	-1.0	0	3	1.1	-1	0.0	0	-0.7
CC[C@]12c3[nH]c4ccc(Cl)cc4c3CCN1C(=O)[C@@H](CC(=O)NCCCOC)C[C@@H]2C(=O)N1CCN(C(=O)c2ccco2)CC1	-3	0	-1.0	-0.1	-1	2	3.3	-2	-0.9	0	1.1
Cc1cc2ncn(-c3ncnc4sc5c(c34)CCC(C)C5)c2cc1C (stereo not drawn)	0	-4	-1.2	-1.6	-3	2	-2.1	-3	2.8	-1	0.5
Cc1cccc(C(=O)C2CCN(S(=O)(=O)c3cccc(C(=O)O)c3)CC2)c1	0	-2	0.0	-1.5	0	-2	0.9	1	1.1	-7	-0.1
Cc1nn(C(C)C)c(C)c1CN1CCCC(C(=O)c2cccc(OC(C)C)c2)C1 (stereo not drawn)	2	0	-0.4	-2.3	1	-10	-0.7	-4	-1.8	-11	-1.1
COc1ccc(CNC(=O)Cc2c[nH]c3ccccc23)cc1OC	2	-2	3.1	-0.6	-5	4	0.9	1	1.8	-2	-0.2
Cc1ccc(C)c(NC(=O)CN(C)C(=O)COc2ccc3ccccc3c2)c1	2	2	2.0	-1.2	-6	0	1.4	-1	-0.3	5	-1.1
CCOC(=O)c1sc(NC(=O)CSc2n[nH]c(CC(C)C)n2)nc1C	-1	-4	-2.9	-1.0	2	7	-1.7	8.8*	-1.2	8	-0.5
CCN(C(=O)CSc1nnc(CNc2cccc(OC)c2)n1C1CCCCC1)C1CCS(=O)(=O)C1 (stereo not drawn)	1	-1	-1.1	-0.8	4	0	-1.2	-1	0.1	-5	-0.9
COCc1cc(CN2CCCC(CNC(=O)c3ccc(F)cc3)C2)ccc1OC (stereo not drawn)	4	1	-0.6	-0.5	4	1	-0.1	-4	1.0	-3	0.0

Entries listed so far that contain two or more sulfur atoms (three):
SMILES	Rev-erbA mod	SMARCA2 activ	hcDAF-12 act	ssDAF12 agonist	MBD2 DNA inh	PLCg1 inh	hgDAF12 agonist	ADAM17 inh	DAX1 inh-1	PLCb3 inh	DAX1 inh-2
CCSc1nnc(NC(=O)CSc2nccn2-c2cccc(C)c2)s1	3	0	-0.7	-1.3	0	-2	0.1	0	0.2	-1	-0.3
CCOC(=O)c1sc(NC(=O)CSc2n[nH]c(CC(C)C)n2)nc1C	-1	-4	-2.9	-1.0	2	7	-1.7	8.8*	-1.2	8	-0.5
CCN(C(=O)CSc1nnc(CNc2cccc(OC)c2)n1C1CCCCC1)C1CCS(=O)(=O)C1 (stereo not drawn)	1	-1	-1.1	-0.8	4	0	-1.2	-1	0.1	-5	-0.9

Next entries.
SMILES	Rev-erbA mod	SMARCA2 activ	hcDAF-12 act	ssDAF12 agonist	MBD2 DNA inh	PLCg1 inh	hgDAF12 agonist	ADAM17 inh	DAX1 inh-1	PLCb3 inh	DAX1 inh-2
CCOC(=O)CCc1cnccc1-c1cccc(OC)c1O	3	0	-1.1	-0.9	8	9	0.0	-4	0.2	2	0.4
Cc1cc(NC(=O)CSCC(=O)N(c2cccc(Cl)c2)C(C(=O)NC2CCCCC2)c2ccc(O)c(O)c2)no1 (stereo not drawn)	9	-1	-0.9	-1.2	-2	8	-2.1	9.5*	0.4	5	0.1
O=C(O)c1ccc(NC2CC(=O)N(Cc3ccccc3)C2=O)cc1 (stereo not drawn)	-1	2	-1.6	-0.9	-2	-3	0.7	3	1.2	5	0.3
CC(=O)Nc1ccc2c(=O)n(-c3ccccc3)sc2c1	-4	9.8*	1.4	-1.2	3	-2	5.7	-5	0.2	2	1.6
CCc1nc2c(OCCOc3ccc(F)cc3)cccn2c1N(C)C(=O)c1cccs1	-1	-4	-2.3	-1.3	4	3	-0.6	-1	/	-3	0.5
CN(C(=O)c1cccc(S(=O)(=O)NCc2ccccc2)c1)C1CCCCC1	5	2	-0.5	-1.1	-7	0	0.8	0	-1.3	1	0.3
COC(=O)[C@@]12C[C@@H](CC(=O)NCCCN3CCCC3=O)C(=O)N(Cc3ccco3)C1=CCC(C)(C)C2	-1	-2	-0.5	-1.6	0	-3	-2.7	-7	/	1	-0.1
O=C(NCCCNC(=O)c1cnccn1)c1ccc(Br)cc1	2	3	-0.3	-1.1	1	6	0.8	2	-2.3	-3	-0.1
OC(c1ccccc1)c1nc(-c2cccc3cccnc23)cs1 (stereo not drawn)	-2	-1	-0.9	-1.1	-1	-18	5.2	-9	/	-18	-0.8
CCN(C(=O)COC(=O)c1nc2nc(C)cc(C)n2n1)C1CCS(=O)(=O)C1 (stereo not drawn)	-9	0	1.7	-0.5	-4	-1	1.7	0	-0.6	-3	0.7
CCC(C)[C@H](NC(=O)Nc1ccccc1F)C(=O)O (stereo partly drawn)	-4	-2	-0.5	-1.2	-3	1	0.5	1	-1.2	-6	0.2
Cc1ccnc(NCc2cc(Cl)ccc2O)c1	-4	0	3.5	0.2	3	1	2.8	1	0.9	1	3.0
CCC(=O)N1CCN(c2nc3ccc(Br)cc3s2)CC1	1	0	-0.1	-1.5	5	0	2.5	-5	0.2	-9	-0.1
COc1ccc(OC)c(-c2csc(NC(=O)CN3C(=O)NC4(CCCC4)C3=O)n2)c1	2	-1	-2.5	-1.3	2	-4	-4.1	4	-0.8	-2	-1.0
CCc1ccc2[nH]c(=O)c(Cc3ccccc3)c(O)c2c1	1	-3	0.6	-1.0	-3	-27	-1.5	-16	1.8	-40	0.8
CC(c1nccs1)N(C)C(=O)CCc1nnc(Cc2c[nH]c3ccccc23)o1 (stereo not drawn)	-3	-5	1.8	3.5*	-2	3	-4.4	-3	-0.1	-6	-0.8
CCCC[C@@H]1CNCCN1CCc1cc(C(F)(F)F)cc(C(F)(F)F)c1	3	-2	-1.3	-0.4	-8	9	-0.4	9.0*	0.8	11	-0.1
COC(=O)[C@]1(C)N[C@H](CN(C)C(=O)c2ccccc2)[C@@H]2C(=O)N(Cc3ccccc3)C(=O)[C@@H]21	0	0	2.4	-1.1	2	-1	2.2	-3	-0.7	4	0.0
O=C(N/N=C/c1cccnc1)C1CC1(c1ccccc1)c1ccccc1 (stereo not drawn)	-1	-2	-1.4	-1.3	2	0	-1.4	-4	1.6	0	-0.9
Cc1ccc(Cc2c(-c3cccc(Br)c3)nc3cc(C)c(Br)c(C)n23)cc1	6	0	4.8	0.5	2	-10	1.2	-1	/	-13	0.5
COc1ccc(OCC(=O)Nc2ccc(Cl)cc2)cc1	-4	5	1.7	-0.9	-3	2	2.1	-2	1.1	0	-0.8
CC(Oc1ccc(F)cc1)C(=O)Nc1ccc(S(=O)(=O)NC2=NCCCCC2)cc1 (stereo not drawn)	-4	2	-2.6	-1.5	-4	4	-3.1	-3	-0.1	0	-0.1
CCCNC(=O)CSc1nnc(-c2ccc(F)cc2)o1	-1	-1	1.8	-1.3	1	0	-1.2	0	0.8	-2	0.2
Cc1ccc(/C=C/C(=O)O)cc1S(=O)(=O)NCc1ccco1	9	0	-0.3	-0.9	3	1	-3.3	2	-0.1	-1	0.2
Cc1cccc(NC(=O)C2CCCN2S(=O)(=O)c2cccc3cccnc23)c1C (stereo not drawn)	-2	-3	-1.5	-1.9	0	0	-1.7	2	/	1	-0.4
COC(=O)[C@]12C[C@H](CC(=O)NCc3cccc(C(F)(F)F)c3)C(=O)N(CCc3ccc(OC)c(OC)c3)C1=C[C@H](C1CCCC1)O[C@@H]2C	4	-3	-1.9	-1.1	-3	1	-0.7	9.0*	/	0	-2.1
CC(=O)Nc1ccc(S(=O)(=O)C(C#N)c2nc3ccccc3nc2NCCCO)cc1 (stereo not drawn)	3	-5	-2.2	-1.5	-5	i	-2.8	i	5.3*	i	0.2
C=C(C)n1c(=O)[nH]c2ccccc21	-5	-8	-1.0	-0.3	-3	1	-1.9	-4	-0.2	1	-0.6
CCc1nnc(NC(=O)CSc2ncnc3c2cnn3-c2ccc(OC)cc2)s1	-3	-2	0.2	-1.2	-1	9	-0.1	5	0.2	7	0.5
CCCCCC(=O)N(O)C1CC(=O)N(c2ccccc2)C1=O (stereo not drawn)	-5	-1	-0.4	-0.1	-3	2	8.7	-1	1.4	5	0.5
C=CCC1(N(C(C)=O)c2ccccc2C)CCCCC1	2	-2	-2.5	-1.5	9	1	-3.9	-4	0.2	-3	0.5
OC(CNC1CCCCC1)CNC1CCCCC1	3	-1	-0.9	-1.0	0	-2	-1.9	1	-0.4	4	-0.2
Cc1ccc2c(c1)C(c1ccc(F)cc1)N(C(=O)c1ccc(S(=O)(=O)N(C)C)cc1)CC(=O)N2 (stereo not drawn)	0	-3	-1.7	-0.9	1	2	-2.5	1	2.5	2	-0.4
c1ccc2c(c1)ncn2CCOCCOCCn1cnc2ccccc21	1	1	1.6	-1.4	0	0	-0.8	-3	0.0	1	-0.1
CCOC(=O)[C@]12CCCC3=C1N(CCC3)C(=O)[C@@H](CC(=O)NCCCCc1ccccc1)C2	1	-5	-1.9	-1.2	1	0	-1.2	-2	/	0	-0.7
CCc1ccc2[nH]c(C(=O)Nc3ccc(C)c(F)c3)cc2c1	12	1	5.8*	0.5	4	-38	6.9	-33	0.4	-50	0.3
COCCNC(=S)NN(c1ccccc1)c1ccccc1	0	-4	-1.7	-1.5	2	0	5.7	-6	-0.4	-2	-0.7
O=C(Nc1cc(F)ccc1F)c1cccc(-n2cnnn2)c1	-2	2	-1.8	-1.3	1	-2	-0.2	-3	1.9	-6	-0.9
Cc1cc(Cl)c(S(=O)(=O)N2CCCCCC2)cc1OCC(N)=O	1	-3	-1.7	-1.7	2	3	-2.9	-2	0.1	1	-0.9
CCN(CC)C(=O)CSc1nnc(-c2ccccn2)n1Cc1ccccc1	-3	3	-1.3	-0.8	-1	0	-0.3	-2	0.3	-6	0.0
CCOC(=O)N1CCC(N2Cc3cccc(C(=O)O)c3C2=O)CC1	0	-4	-0.7	-0.7	2	1	0.1	-4	0.9	-5	0.1
Cc1cc(C)cc(NC(=O)CSc2nnc(-c3ccc(S(=O)(=O)N4CCCC4)cc3)o2)c1	-3	2	-0.6	-1.8	1	2	-0.1	-2	-1.4	-1	-0.1
O=C(COC(=O)c1cc(S(=O)(=O)N2CCOCC2)ccc1O)Nc1ccc2c(c1)OCO2	3	-3	-0.3	-0.8	-1	-3	1.4	-3	-0.4	-8	-2.2
Cc1ccc(C(=O)OCC(=O)Nc2ccc(C(N)=O)cc2)s1	-4	-3	-0.2	-0.2	2	2	1.8	-2	-0.2	-4	-3.7

Screens (PubChem)

Not a hit list; about 7.4% have a hit in one of these screens.
